# Source: PubChem BioAssay
# TrxR1 inh: rat TrxR1 inhibition. recombinant rTrxR1, NADPH fluorescence consumption, selenite substrate. Potency, µM (top dose mostly 114 µM), for the others: at the top dose activity change, negative = inhibition, hits mostly inhibitors. AID 588453. 390,000 compounds, 1% hits; further: potency means the concentration at half of the fitted maximal effect; on the % scale 0 is the no-effect control and ±100 the full control effect; nearly all actives have a fitted effect of over 65% in size
#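 Rat TrxR1 (90 nM in the dispensed reagent) was pre-reduced with 400 uM NADPH for 5 min at room temperature, then incubated with compound for 15 min. After 400 uM selenite was added, NADPH fluorescence (Ex 340/Em 450 nm) was followed for 8 min.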
# D2 antag: antagonists of human D2 dopamine receptor | 340,000 compounds, 2% hits | P14416 | HEK293 TREx D2 cells, calcium flux, dopamine EC80 | inhibition, % at 10 µM; in the data active means inhibition above about 30%; further: 0% is about no effect
#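 In this primary screen, negative modulation is detected by tracking calcium flux after an EC80 dopamine challenge in inducible HEK293 T-REx D2 cells preexposed to test compound for 180 s.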
# D2 ag: agonists of human D2 dopamine receptor. P14416. 340,000 compounds, 0.53% hits. HEK293 T-REx D2 cells, calcium flux agonist mode. activation, % at 2 µM;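 active means activation over 3 SD above normal in the single-dose calcium agonist read, cut at about 30% in these data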; further: 0% is about no effect
#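 Tetracycline-induced HEK293 T-REx cells with force-coupled D2 receptor, plated overnight at 30 C, loaded with no-wash calcium dye. After a 10 s baseline, compound was pin-added and calcium flux read kinetically for 180 s; calcium rises flagged agonists.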
# IDH1 R132H inh: human IDH1 R132H inhibition | 390,000 compounds, 0.093% hits | Potency, µM (highest dose often 76.6 µM), for the others: at the highest dose activity change, negative = inhibition, usual class: inhibitors | O75874 | IDH1-R132H enzyme, NADPH consumption, diaphorase/resazurin fluorescence; further: potency means the concentration at half of the fitted maximal effect; on the % scale 0 is the no-effect control and ±100 the full control effect; nearly all actives have a fitted effect of over 65% in size
# Target sequence (O75874 whole entry R132H, stated change not applied): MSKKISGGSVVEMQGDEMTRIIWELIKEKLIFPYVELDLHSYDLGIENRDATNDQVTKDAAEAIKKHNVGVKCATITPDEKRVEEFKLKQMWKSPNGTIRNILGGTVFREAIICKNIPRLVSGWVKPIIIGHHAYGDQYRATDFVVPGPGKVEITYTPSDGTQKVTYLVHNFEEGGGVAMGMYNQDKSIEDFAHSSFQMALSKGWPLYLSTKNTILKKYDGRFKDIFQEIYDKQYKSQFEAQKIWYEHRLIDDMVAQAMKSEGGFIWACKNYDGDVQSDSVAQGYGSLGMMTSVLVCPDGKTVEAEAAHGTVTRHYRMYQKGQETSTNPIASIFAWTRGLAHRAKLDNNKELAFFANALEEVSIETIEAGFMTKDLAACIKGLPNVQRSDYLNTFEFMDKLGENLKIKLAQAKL
#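 IDH1-R132H (0.5 ug/mL) preincubated 30 min with compound, then NADPH (0.016 mM) and alpha-KG (2 mM) added; 80 min at RT, pH 7.5. Remaining NADPH coupled via diaphorase/resazurin to fluorescence (540/590 nm); concentration-response curves normalized to no-enzyme control.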
# TrxR1 substrate: rat thioredoxin reductase 1 substrate activity; Potency, µM (series often up to 114 µM), without a hit: top-dose activity change, negative = substrate turnover; purified TrxR1 substrate turnover, NADPH consumption readout; 390,000 compounds, 0.01% hits; O89049; further: potency means the concentration at half of the fitted maximal effect; on the % scale 0 is the no-effect control and ±100 the full control effect; nearly all actives have a fitted effect of over 50% in size
#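 Rat TrxR1, dispensed at 90 nM, was prereduced with 400 uM NADPH (final) for 5 min at ~22 deg C, then incubated with compound 15 min before 400 uM selenite. A first-read NADPH fluorescence drop versus no-compound background flagged substrates.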
# PI4K2A inh: blocks human PI4K2A kinase activity; Q9BTU6; activity change, negative = inhibition, % at 76.9 µM; purified PI4K2A, ADP-Glo luminescence, 1 h; hits give low values; 420,000 compounds, 0.13% hits; in the data active means activity change below about -50%; inconclusive means mostly about -30% to -49%;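 further: -100% = wells without enzyme as full effect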
# Target sequence (Q9BTU6 whole entry, looked up): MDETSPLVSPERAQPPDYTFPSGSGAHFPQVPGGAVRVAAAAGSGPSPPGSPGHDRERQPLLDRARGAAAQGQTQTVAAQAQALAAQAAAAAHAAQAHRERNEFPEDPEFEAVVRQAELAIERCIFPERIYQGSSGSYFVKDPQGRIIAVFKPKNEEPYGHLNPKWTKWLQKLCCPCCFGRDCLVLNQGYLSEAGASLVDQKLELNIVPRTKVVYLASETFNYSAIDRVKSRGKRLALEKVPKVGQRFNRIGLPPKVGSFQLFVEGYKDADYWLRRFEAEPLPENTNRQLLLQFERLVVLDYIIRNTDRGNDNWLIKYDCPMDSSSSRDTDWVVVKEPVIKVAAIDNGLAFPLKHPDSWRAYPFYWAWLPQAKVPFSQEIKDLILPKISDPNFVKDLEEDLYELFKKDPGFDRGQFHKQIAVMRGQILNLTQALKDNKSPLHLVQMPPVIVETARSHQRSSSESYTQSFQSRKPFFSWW
#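 PI4K2A activity was measured by ADP-Glo luminescence: enzyme (4 ug/mL stock) and phosphatidylinositol (1.2 mM stock) in Tris pH 7.5/MgCl2/EGTA/Triton X-100 buffer were reacted with ATP (300 microM stock) for one hour at ambient temperature.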
# TRHR agonist: agonists of human TRH receptor | activation, % at 2 µM | TRHR cells, calcium flux fluo-8, FDSS agonist mode | 360,000 compounds, 0.18% hits; in the data active means activation above about 30%; further: 0% is about no effect
#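 Steps: seed TRHR cells overnight; add fluo-8 no-wash Ca dye, RT 30 min–1.5 h; record 10 s baseline; pin-transfer compounds; monitor fluorescence 1 cycle/s for the agonist window. Calcium increases flag candidate agonists.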
# TRHR enhancer: allosterically enhances the human TRH receptor. 360,000 compounds, 0.66% hits. TRHR cells, fluo-8 calcium fluorescence, EC20 TRH enhancement. AID 493056. enhancement, % at 2 µM; in the data active means enhancement above about 30%; further: 0% is about no effect
#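 TRHR-expressing cells loaded with fluo-8 calcium dye were read kinetically (ex 480/em 530) during compound addition, then stimulated with an EC20 of TRH (10 nM final). Enhancement of the Gq-mediated intracellular calcium response was scored.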
# USP1-UAF1 inh: inhibitors of human USP1/UAF1 deubiquitinase. recombinant USP1/UAF1, Ub-Rhodamine cleavage fluorescence. Potency, µM (series often up to 57.1 µM), inactives show top-dose activity change, negative = inhibition, hits mostly inhibitors. 390,000 compounds, 0.23% hits; further: potency means the concentration at half of the fitted maximal effect; on the % scale 0 is the no-effect control and ±100 the full control effect; nearly all actives have a fitted effect of over 60% in size; inactives centre near -12
#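 High-throughput fluorogenic screen: 1nM USP1/UAF1 complex, Ub-Rho substrate 150nM final, 50mM HEPES pH 7.8 with 0.5mM EDTA, 0.1 mg/ml BSA, 1mM TCEP and 0.01% Tween-20.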
# Numbers without * were called inactive; ? = inconclusive; . = not tested or not shown; [ ] = dose if it differs, or a comment. Unless noted, the call rests on the fitted dose curve; in most records, active means well fitted inhibition curve with a large enough effect; inconclusive means small, poorly fitted or top-dose-only effect; inactive means no such curve, though single readings can be large or run the other way.
# Preview (three entries):
SMILES,TrxR1 inh,D2 antag,D2 ag,IDH1 R132H inh,TrxR1 substrate,PI4K2A inh,TRHR agonist,TRHR enhancer,USP1-UAF1 inh
Cc1ccnc(SCCn2c(N3CCCCC3)nc3c2c(=O)n(C)c(=O)n3C)n1,-10%,-3,0.9,3%,-5%,3,0.2,1,-15%
OCCn1ccc(-c2ccccc2OCc2ccc(F)cc2)n1,-8%,11,-1.2,0%,-9%,-4,-1.6,-10,-6%
O=C(c1ccc(Cn2c(=O)[nH]c3ccccc3c2=O)cc1)N1CCN(c2ccc(F)cc2)CC1,26%,-1,1.4,5%,9%,-4,0.6,5,-25%

# All compounds of this part, from the start:
SMILES,TrxR1 inh,D2 antag,D2 ag,IDH1 R132H inh,TrxR1 substrate,PI4K2A inh,TRHR agonist,TRHR enhancer,USP1-UAF1 inh
Cc1ccnc(SCCn2c(N3CCCCC3)nc3c2c(=O)n(C)c(=O)n3C)n1,-10%,-3,0.9,3%,-5%,3,0.2,1,-15%
OCCn1ccc(-c2ccccc2OCc2ccc(F)cc2)n1,-8%,11,-1.2,0%,-9%,-4,-1.6,-10,-6%
O=C(c1ccc(Cn2c(=O)[nH]c3ccccc3c2=O)cc1)N1CCN(c2ccc(F)cc2)CC1,26%,-1,1.4,5%,9%,-4,0.6,5,-25%
CSc1ccc(CN(C)C(=O)c2ccc(S(=O)(=O)Nc3ccccc3)cc2)cc1,14%,-1,-0.4,0%,-5%,4,-0.4,6,0%
CN(C(=O)c1ccc(NC(=O)Cc2ccc(NC(=O)C3CCN(C(=O)C4CCCC4)CC3)cc2)cc1)C1CC1,3%[57.1 µM],2,0.6,-3%,2%[57.1 µM],1,0.0,-2,11%
Cc1ccc(-c2ccc(S(=O)(=O)NCc3ccco3)cc2)cc1,12%,0,0.6,-4%,6%,-20,0.9,-7,-16%
O=S(=O)(Nc1ccc(N2CCOCC2)cc1)c1ccccc1,-17%,-5,0.5,6%,-11%,-3,0.2,-2,-11%
Cc1ccccc1N1CCN(Cc2c(C#N)c3ccccc3n2C)CC1,12%[57.1 µM],0,-0.4,4%,8%[57.1 µM],8,-0.2,-3,-16%
COc1cccc(NC(=O)CCNS(=O)(=O)c2cccc3nonc23)c1,5%,-5,0.1,-2%,6%,-4,0.0,14,-22%
Cn1nc(C(=O)O)c(=O)n(C)c1=O,5%,.,.,4%,2%,-5,.,.,-9%
COc1cccc(-c2csc(N3CCN(CC(=O)NNC(=O)c4ccco4)CC3)n2)c1,9%[11.4 µM],5,0.2,3%,5%[11.4 µM],-3,0.2,1,-17%
COC(=O)c1sccc1NC(=O)c1ccccc1F,13%,-9,-0.1,3%,7%,1,0.1,-2,?
CC(C)COc1ccc(C(=O)OC2CC(C)(C)OCC2CN(C)C)cc1 (stereo unspecified),-2%[57.1 µM],13,0.1,-1%,3%[57.1 µM],-2,0.5,1,0%
COCC1=C(C(=O)OC)C(c2cccs2)n2ncnc2N1 (stereo unspecified),23%[57.1 µM],.,.,0%,7%[57.1 µM],3,0.0,2,-13%
COc1ccc(Cl)cc1NC(=O)CCN1C(=O)c2ccccc2Sc2ncccc21,?,.,0.3,0%,2%,-7,0.4,-9,3%
CCOC(=O)C1CCN(C(=O)/C=C/c2ccccc2)CC1,13%,20,0.1,-3%,-7%[57.1 µM],4,-0.1,8,-3%
Nc1nc2c(F)c(F)c(F)cc2s1,-4%,5,0.0,-3%,-3%,-1,0.5,1,-10%
Cc1ccc(CN(C(=O)c2ccc(Cl)c([N+](=O)[O-])c2)C2CCS(=O)(=O)C2)o1 (stereo unspecified),13%[57.1 µM],2,0.4,5%,3%[57.1 µM],-7,0.2,3,-20%
Cc1ccc(SCCC(=O)OCC(=O)Nc2ncc(Cl)cc2Cl)cc1,-31%[2.29 µM],-13,-0.4,1%,-2%[2.29 µM],-5,-0.4,16,-9%
COc1ccc(Cl)cc1NC(=O)CN(C)C(=O)c1cccc(S(=O)(=O)N2CCN(C)CC2)c1,-21%,.,.,-1%,2%,9,.,.,-13%
CCOc1cc(CNCc2cccnc2)ccc1OCC(=O)NC(C)(C)C,17%,4,1.1,0%,-4%,1,-0.4,36*,-9%
CNC(C)C#Cc1ccc2c(=O)c3cc(C)c(C)cc3oc2c1 (stereo unspecified),?,.,.,-4%[38.3 µM],23%,1,.,.,-34%
CCCC(=O)Nc1ccc(NC(=O)c2cccc(OC)c2)nc1,2%[57.1 µM],-12,0.7,4%,3%[57.1 µM],-13,-0.3,1,-10%
O=C(COC(=O)c1ccccc1Nc1cccc(C(F)(F)F)c1)NCc1ccco1,-18%,1,0.8,6%,0%,-7,0.2,3,0%
COc1ccc(Cl)cc1NC(=O)Cn1c(=O)n2nc(C)nc2c2ccccc21,-67%,-11,0.2,-2%,10%[57.1 µM],0,-0.5,-5,-7%
Cn1c(=O)n(C)c2cc(/C=N/NC(=O)c3cc4cc(Br)ccc4o3)ccc21,172%[activator][57.1 µM],-13,-0.3,1%,108%[activator][57.1 µM],-4,0.6,-3,-12%
Cc1ccc(CN(C)C(=O)c2cc(COc3cccc(C(F)(F)F)c3)on2)o1,?,8,0.1,15%,2%,3,-0.3,6,-18%
COC(=O)c1nc2ccc(N3CCOCC3)cc2c(C)c1C(=O)OC,30%[57.1 µM],22,0.4,3%,14%[57.1 µM],0,6.4,-6,-19%
Clc1ccc(CN2C3=NCCCN3c3ccccc32)cc1,18%[57.1 µM],3,1.1,2%,0%,6,-0.2,3,-14%
Cc1ccc(C(=O)Nc2ccccc2Oc2ccccc2)o1,14%,.,.,0%,-2%,3,.,.,?
CCN(CCCNC(=O)CSc1cc(=O)n(C)c2cc(Cl)ccc12)c1cccc(C)c1,6%,.,0.2,17%,-2%,3,-1.4,-4,-22%
CC(C)CC(=O)Nc1ccccc1OCc1cc(=O)n2ccccc2n1,14%[57.1 µM],.,-0.2,16%,-1%[57.1 µM],-3,0.4,-5,-20%
COc1cc(/C=C(/NC(=O)c2ccccc2Cl)C(=O)O)cc(OC)c1OC,-4%,-15,-0.3,5%,-6%,-10,-0.2,-1,-24%
O=c1[nH]c(=O)n(Cc2ccco2)c2c1C(C(F)(F)F)(C(F)(F)F)N=C(Cc1ccccc1)N2,-10%,4,0.5,3%,3%,-6,0.3,6,-27%
COc1ccc(NC(=O)COC(=O)c2cc(S(=O)(=O)N3CCCC3)ccc2O)cc1,0%[11.4 µM],.,.,4%,5%[57.1 µM],0,.,.,-23%
CC1=C(C(=O)OCCOc2ccccc2)C(c2ccsc2)NC(=O)N1C (stereo unspecified),-4%,-9,-0.7,7%,-5%,0,-0.8,4,-22%
CCOc1ccc(S(=O)(=O)N2CCN(C)CC2)c(C)c1C,-15%[57.1 µM],0,1.0,0%,10%[57.1 µM],5,0.3,1,1%
Cc1cn(C2CCC(CO)O2)c(=O)[nH]c1=O (stereo unspecified),0%,-8,0.4,-7%,-7%,-3,0.8,-3,1%
O=C(c1ccc(Cn2c(=S)[nH]c3cc4c(cc3c2=O)OCO4)cc1)N1CCN(c2ccccc2)CC1,34%[57.1 µM],8,-0.2,9%,-1%[57.1 µM],-6,-0.4,-6,-32%
Cc1ccc(C2CCN(C(=O)Nc3ccc(Cl)c(Cl)c3)C2)cc1 (stereo unspecified),18%[57.1 µM],.,1.2,2%,-4%[57.1 µM],-4,0.2,-4,-13%
O=C1NN(c2ccccc2)C(=O)C2C3C=CC(C4CC34)C12 (stereo unspecified),14%[57.1 µM],-7,-0.7,4%,9%[57.1 µM],-7,-0.2,0,-12%
CCOc1ccc(Cn2c(CNS(=O)(=O)c3ccc([N+](=O)[O-])cc3)nc3cccnc32)cc1,16%[57.1 µM],.,0.1,10%,0%[57.1 µM],-7,-0.4,0,-7%
CC(C)/C=N/NC(=O)c1ccc(Cl)cc1,30%,27,-0.6,2%,1%,-1,-0.4,3,-17%
O=C1CC(c2ccc(F)cc2)Sc2nc(C34CC5CC(CC(C5)C3)C4)nn21 (stereo unspecified),9%[57.1 µM],0,-0.4,-1%,-8%[57.1 µM],-2,0.1,30,-21%
CCc1ccc(NC(=O)c2sc3nc(-c4ccccc4)cn3c2C)cc1,7%[57.1 µM],.,.,-3%,3%[57.1 µM],2,0.9,-1,4%
CCOC(=O)c1sc2nc(NC(=O)C3CCCCC3)sc2c1C,46%[activator],6,-1.2,-1%,24%,3,-0.7,14,2%
CCNC(=O)CC1C(=O)N(C)C(=S)N1NC(=O)c1ccc(Cl)cc1 (stereo unspecified),-7%,5,-0.6,0%,-13%,14,0.2,5,-3%
O=C(CSc1nc2ccccc2[nH]1)Nc1ccc(F)c(F)c1,14%,26,0.2,8%,1%,-1,0.3,-7,-7%
O=C(CSc1nc2c([nH]c3ccccc32)c(=O)n1-c1ccc(F)cc1)NCc1ccccc1,16%[57.1 µM],.,0.3,3%,6%[57.1 µM],-5,-0.8,2,-8%
CCOC(=O)Cc1c(C)nc2c(-c3ccc(Cl)cc3)cnn2c1C,16%,8,-0.2,-3%,5%[57.1 µM],-4,-0.7,-1,-10%
O=c1cc(CSc2n[nH]c(-c3ccncc3)n2)nc2sccn12,17%,-13,0.8,0%,6%,-4,0.1,-3,?
Cc1cc(Cl)ccc1NC(=O)CS(=O)(=O)c1cccc2nsnc12,-3%[57.1 µM],.,0.1,1%,-6%[57.1 µM],-2,-0.8,5,-7%
CC1=CCC(C(=O)O)C(C(=O)Nc2ccc(-c3nc4ccc(C)cc4s3)cc2)C1 (stereo unspecified),2%,.,.,-13%,312%[activator],-5,-0.1,1,?
Cc1cccc(CN2CCN(CC(=O)NCc3ccc(F)cc3)C2=O)c1,1%,.,.,12%,2%,-1,.,.,-19%
O=C(CSC1=NCCS1)N1CCCC1,19%,11,1.1,2%,5%,-3,0.2,-26,-26%

# Compounds as they come; overall some 3.9% were active at least once.
